Screening results deposited in PubChem by National Center for Advancing Translational Sciences (NCATS).
D1 agonist – Allosteric Agonists of the Human D1 Dopamine Receptor: qHTS. 360,000 tested, 1% active. HEK293 T-REx D1 cells, calcium flux, agonist mode. D(1A) dopamine receptor (Homo sapiens), P21728. activation, % at 2 µM; note: 0% is about no effect
Target sequence (P21728 whole entry, looked up): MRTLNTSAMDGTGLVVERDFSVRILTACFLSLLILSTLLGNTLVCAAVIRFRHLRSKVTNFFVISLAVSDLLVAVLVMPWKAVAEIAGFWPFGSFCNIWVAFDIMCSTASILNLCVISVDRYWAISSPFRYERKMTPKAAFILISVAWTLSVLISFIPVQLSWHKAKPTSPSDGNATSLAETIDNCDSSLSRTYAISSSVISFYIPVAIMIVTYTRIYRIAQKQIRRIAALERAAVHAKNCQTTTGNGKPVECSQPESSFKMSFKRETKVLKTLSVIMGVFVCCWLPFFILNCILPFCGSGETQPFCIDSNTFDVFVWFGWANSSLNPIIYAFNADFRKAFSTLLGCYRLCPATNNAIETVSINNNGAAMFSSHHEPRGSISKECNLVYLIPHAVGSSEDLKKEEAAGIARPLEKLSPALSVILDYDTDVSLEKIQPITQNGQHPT
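Agonism was scored from calcium flux recorded over 180 s (1 read/s) after pintool compound addition, following a 10-cycle baseline. Cells were inducible force-coupled HEK293 TREx D1, plated overnight at 30 C and loaded with no-wash calcium dye.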
RXFP1 antag – qHTS Assay for Antagonists of the Relaxin Receptor RXFP1. Relaxin receptor 1 (Homo sapiens), Q9HBX9. HEK293-RXFP1, relaxin-stimulated cAMP HTRF, 30 min; stronger effect = lower value. activity change, negative = inhibition, % at 57.5 µM. 350,000 tested, 0.59% active;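 active = activity change of -60% or lower, but not beyond a set lower limit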; note: % is set by controls: 0 for no effect and ±100 for the full control effect
D2 potentiator – HTS Assay for Positive Allosteric Modulators of the Human D2 Dopamine Receptor: Primary Screen for Potentiators; HEK293 T-REx D2, calcium flux, EC20 dopamine potentiation; 340,000 tested, 0.34% active; potentiation, % at 10 µM;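 active = potentiation over 3 SD above the plate norm, cut at about 30% in these data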; note: 0% is about no effect
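Potentiation of an EC20 dopamine calcium response measured kinetically over 180 s, after a preceding 180 s compound-only read flagging agonists. Cells: inducible Hek293 Trex D2 line, 4000/well, cultured overnight at 30 C before dye loading.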
TRHR agonist – qHTS for Small Molecule Agonists and Allosteric Enhancers of Human TRH Receptor: Primary Screen for Agonists | TRHR cells, calcium flux fluo-8, FDSS agonist mode | activation, % at 2 µM | AID 493084, 2011 | 360,000 tested, 0.18% active | Thyrotropin-releasing hormone receptor (Homo sapiens), P34981; note: 0% is about no effect
Target sequence (P34981 whole entry, looked up): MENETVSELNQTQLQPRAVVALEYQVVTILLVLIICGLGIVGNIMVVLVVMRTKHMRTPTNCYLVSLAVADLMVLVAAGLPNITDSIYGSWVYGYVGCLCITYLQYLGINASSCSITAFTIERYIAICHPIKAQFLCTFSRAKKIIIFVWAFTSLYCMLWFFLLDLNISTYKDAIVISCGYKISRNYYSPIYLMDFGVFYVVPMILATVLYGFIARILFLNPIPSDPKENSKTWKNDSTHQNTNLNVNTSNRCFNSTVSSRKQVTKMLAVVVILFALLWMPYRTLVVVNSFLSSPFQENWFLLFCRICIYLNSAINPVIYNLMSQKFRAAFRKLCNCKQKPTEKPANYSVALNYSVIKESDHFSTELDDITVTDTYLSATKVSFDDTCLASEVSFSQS
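Fluo-8-loaded TRHR cells; 10 s baseline, compound added, kinetic Ca2+ fluorescence read 1/s, agonist mode.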
D2 antagonist – HTS Assay for Allosteric Antagonists of the Human D2 Dopamine Receptor: Primary Screen for Antagonists | D(2) dopamine receptor (Homo sapiens), P14416 | HEK293 TREx D2 cells, calcium flux, dopamine EC80 | inhibition, % at 10 µM | 340,000 tested, 2% active; in the data active = inhibition above about 30%; note: 0% is about no effect
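Overnight-induced (tetracycline, 30 C) HEK293 T-REx cells carrying force-coupled D2 receive a no-wash calcium dye, then compound, then EC80 dopamine at 180 s; signals are read kinetically throughout.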
D2 agonist – HTS Assay for Allosteric Agonists of the Human D2 Dopamine Receptor: Primary Screen for Agonists; HEK293 T-REx D2 cells, calcium flux agonist mode; activation, % at 2 µM; 340,000 tested, 0.53% active;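 active = activation over 3 SD above normal in the single-dose calcium agonist read, cut at about 30% in these data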; note: 0% is about no effect
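Tetracycline-induced HEK293 Trex cells with D2 receptor force-coupled to calcium signaling, plated overnight at 30 C and loaded with no-wash calcium dye. Calcium flux read kinetically for 180 s after compound addition; responses flag agonists.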
TRHR enhancer – qHTS for Small Molecule Agonists and Allosteric Enhancers of Human TRH Receptor: Primary Screen for Enhancers; Thyrotropin-releasing hormone receptor (Homo sapiens), P34981; TRHR cells, fluo-8 calcium fluorescence, EC20 TRH enhancement; enhancement, % at 2 µM; 360,000 tested, 0.66% active; in the data active = enhancement above about 30%; note: 0% is about no effect
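Enhancer read-out: after compound pinning and an initial kinetic agonist-mode read, an EC20 of TRH (10 nM final) was injected and fluo-8 calcium signal (Ex 480/Em 530) followed at 1 s/cycle for 100 cycles in TRHR-expressing cells.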
D1 PAM – Potentiators of Human D1 Dopamine Receptor: qHTS. D(1A) dopamine receptor (Homo sapiens), P21728. HEK293 TREx D1 cells, calcium flux, dopamine EC20 potentiation. potentiation, % at 10 µM. 360,000 tested, 0.036% active. AID 504651, 2011; in the data active = potentiation above about 30%; note: 0% is about no effect
D1 antag – Antagonist of Human D 1 Dopamine Receptor: qHTS. 360,000 tested, 3.2% active. activity change, negative = inhibition, % at 10 µM. D(1A) dopamine receptor (Homo sapiens), P21728. AID 504652, 2011. HEK293 TREx D1 cells, calcium flux, dopamine EC80; stronger effect = lower value; in the data active = activity change below about -30%; note: % is set by controls: 0 for no effect and ±100 for the full control effect
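Inducible Hek293 Trex D1 cells (tetracycline, overnight, 30 C). Calcium dye 30–90 min RT. Antagonist mode: EC80 dopamine added after 180 s compound read.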
* = called active by the depositor; / = not tested or not shown. Cut-off read from the data, not from the text of the source, unless noted: active = activation above about 30%; inactive = the rest.

SMILES	D1 agonist	RXFP1 antag	D2 potentiator	TRHR agonist	D2 antagonist	D2 agonist	TRHR enhancer	D1 PAM	D1 antag
C/C(=N/NC(=O)c1ccccn1)c1ccc(O)cc1	0.5	-2.6	4.4	0.1	-1.6	-0.6	0.6	-1.6	5.1
Cc1ccc2cc(CN(C(=O)c3cccs3)c3ccccc3)c(=O)[nH]c2c1	5.6	-7.9	12.5	0.1	14.4	2.3	-2.1	-0.1	15.6
Cc1ccc(Cn2ccc(NC(=O)c3noc4c3CCc3ccccc3-4)n2)cc1	6.5	-4.9	3.8	0.8	28.4	0.0	5.4	-1.9	9.0
O=C(/C=C/c1ccc([N+](=O)[O-])cc1)NCCSCc1ccco1	4.5	-6.8	-4.9	-0.1	-2.2	-0.1	0.6	-5.7	-97.8*
COc1cccc(CN(C(=O)c2ccco2)C(C(=O)NC2CCCC2)c2cccnc2)c1 (stereo not drawn)	0.2	-21.4	3.0	-0.1	-4.2	-1.4	-0.1	-1.3	-11.3
CC(=O)NC(c1ccc([N+](=O)[O-])cc1)c1c(O)ccc2ccccc12 (stereo not drawn)	15.9	-2.0	15.5	0.0	3.5	1.1	-4.3	-7.7	-24.3
O=C(NCc1ccc(Cl)cc1)c1cccc(NC(=O)c2ccccc2)c1	2.6	9.8	-21.6	-0.1	4.5	-0.9	-8.9	-4.5	-34.4*
COc1cc2c(cc1OC)C(COc1ccccc1OC)N(C(=O)c1ccccc1OC)CC2 (stereo not drawn)	-2.8	/	-21.2	-0.5	/	0.4	-6.7	-1.9	-20.0
O=C(C1CCCCC1)N1CCCc2ccccc21	0.3	-16.7	-3.2	0.0	-10.0	-1.8	5.3	-1.8	-0.8
O=C(NCCC1=CCCCC1)c1cc(S(=O)(=O)N2CCOCC2)ccc1F	1.2	3.4	-0.4	0.1	3.5	0.5	-10.6	-0.8	-5.3
O=C(CCCOc1ccc(Cl)cc1)Nc1nncs1	1.2	0.9	-2.9	0.2	11.2	-1.6	5.2	-0.3	-1.1
O=P1(c2ccccc2)C=Cn2c1cc1c2CCCC1 (stereo not drawn)	0.4	-2.3	4.6	0.1	-12.2	-0.5	60.1*	2.2	7.3
COc1ccc2c(c1)c1nnc(SCC(=O)Nc3ccccc3F)nc1n2C	0.7	2.5	-2.5	0.9	-3.4	1.8	-5.5	-1.3	13.3
CN(C)c1ccc(N=Cc2nc(-c3ccccc3)oc2OC(=O)c2ccccc2)cc1	7.1	-11.4	-1.4	1.7	4.5	0.0	1.3	-9.2	-2.2
O=C(Nc1ccc2oc(-c3cccc4c(Br)cccc34)nc2c1)c1ccc(Br)cc1	0.5	-5.7	9.7	0.4	/	0.9	-0.1	-0.7	-2.0
Cc1ccc(OCCN(C)C(=O)C2CCC(=O)N(Cc3ccccc3F)C2)cc1 (stereo not drawn)	1.9	-11.3	-12.2	-0.2	2.5	-0.3	0.4	-11.1	-9.4
Cc1ccc(NC(=O)CS(=O)CC(=O)N2CCN(c3ccccc3)CC2)cc1 (stereo not drawn)	7.1	3.4	2.8	-0.2	2.6	-0.3	31.2*	-1.8	12.4
C/C(=N\NC(=O)c1nnn(-c2nonc2N)c1-c1cccs1)c1cccnc1	4.4	-7.4	2.4	0.2	-13.0	-0.8	-3.3	4.8	-18.7
COc1ccc2c(C)c(CC(=O)N3C[C@H]4C[C@@H](C3)c3cccc(=O)n3C4)c(=O)oc2c1OC	-0.9	/	-2.1	0.3	-19.0	0.7	-0.1	-7.0	7.5
COc1ccc(-n2nnc(C(=O)Nc3ccccc3F)c2N)cc1	-0.2	/	-0.5	0.6	/	0.6	-4.5	-5.0	-18.7
COc1ccc(OC)c(CCNC(=O)c2c3c(nc4ccccc24)C(=O)N(C2CCCCC2)C3)c1	1.3	-28.2	-3.1	-0.3	/	1.5	4.7	3.5	-2.5
Cc1c(C(=O)OCc2ccccc2)[nH]c2c1C(=O)CC(c1ccc(C(C)(C)C)cc1)C2 (stereo not drawn)	3.0	-11.3	14.3	1.0	/	0.2	-8.2	-3.5	-4.2
O=c1[nH]c(SCc2cccc(F)c2)nc2ccccc12	3.5	8.6	7.1	0.1	-13.5	0.3	-4.5	-4.0	-17.3
COc1ccccc1NS(=O)(=O)c1cc([N+](=O)[O-])ccc1N/N=C/c1c[nH]c2ccccc12	61.3*	6.6	0.4	-0.5	2.3	-0.5	2.7	-7.2	-4.0

Copied from the entries so far for reference:
SMILES	D1 agonist	RXFP1 antag	D2 potentiator	TRHR agonist	D2 antagonist	D2 agonist	TRHR enhancer	D1 PAM	D1 antag
CC(=O)NC(c1ccc([N+](=O)[O-])cc1)c1c(O)ccc2ccccc12 (stereo not drawn)	15.9	-2.0	15.5	0.0	3.5	1.1	-4.3	-7.7	-24.3
O=C(NCc1ccc(Cl)cc1)c1cccc(NC(=O)c2ccccc2)c1	2.6	9.8	-21.6	-0.1	4.5	-0.9	-8.9	-4.5	-34.4*
COc1cc2c(cc1OC)C(COc1ccccc1OC)N(C(=O)c1ccccc1OC)CC2 (stereo not drawn)	-2.8	/	-21.2	-0.5	/	0.4	-6.7	-1.9	-20.0

(listing goes on)
SMILES	D1 agonist	RXFP1 antag	D2 potentiator	TRHR agonist	D2 antagonist	D2 agonist	TRHR enhancer	D1 PAM	D1 antag
Cc1nn(CC(=O)NC(C)c2ccccc2)c(C)c1[N+](=O)[O-] (stereo not drawn)	-0.3	9.4	-5.1	-0.3	-8.6	0.2	0.1	-2.3	-2.8
Cc1ccc(S(=O)(=O)C2C(=O)N(C)C3(C)CC2c2ccccc2O3)cc1C (stereo not drawn)	1.5	-6.0	-10.5	0.0	-3.7	0.0	1.9	5.4	6.5
COc1cc(CNC2CCCC2)cc(Cl)c1OCc1ccccc1Cl	24.9	0.6	-8.6	0.1	-4.8	-0.7	-9.3	9.9	7.5
N#Cc1c(-c2ccncc2)cc(-c2ccc(F)cc2)nc1N	0.6	-12.8	-1.0	-0.4	-9.6	1.9	2.1	-4.7	7.3
Fc1ccc(CSc2nncn2NCc2ccccc2)cc1	0.5	-4.2	7.1	-0.4	-7.2	-1.6	2.2	3.6	12.6
CCOC(=O)c1ccc2c(c1)C1C=CCC1C(C(=O)O)N2 (stereo not drawn)	1.1	/	0.9	0.4	-1.6	-0.4	4.2	0.6	9.3
CC(=O)NCC(=O)NNC1CC(=O)N(c2cccc(Cl)c2)C1=O (stereo not drawn)	1.4	-7.8	2.2	0.5	15.4	0.8	1.6	30.7*	7.4
Cc1ccc(S(=O)(=O)Nc2ccc3[nH]c(=O)sc3c2)cc1C	8.1	-1.9	-2.5	-0.4	/	0.1	-4.7	-1.2	-17.3
COc1cc(/C=N\Nc2cc(=O)n(C)c(=O)n2C)ccc1O	8.0	-9.9	4.8	-1.3	-18.5	-0.6	26.2	-1.2	-7.7
CSc1ccccc1NC(=O)c1cc(-c2cccs2)on1	3.3	-18.2	10.6	0.4	-5.6	1.4	-2.0	1.4	-0.4
Cc1ccc(/C=N/n2c(C)cc(C)c(C#N)c2=O)o1	1.4	-12.0	-3.8	-1.2	2.7	-0.6	0.0	-6.5	-4.3
COc1ccc(-c2coc3cc(O)cc(O)c3c2=O)cc1OC	5.6	-4.9	3.7	-0.4	-18.8	26.6	5.9	2.6	-7.1
COc1ccc(-c2cn3cccc(C)c3n2)cc1Br	2.3	-10.9	9.6	-0.2	11.2	-0.9	0.6	-7.5	-1.3
O=C(NCc1ccc(F)cc1)C(=O)NCC1OCCN1C(=O)c1ccc(Cl)cc1 (stereo not drawn)	-2.6	-2.3	0.5	-0.5	12.9	-0.8	0.4	-5.0	9.6
CCOC(=O)c1cc(C(=O)c2cc(F)ccc2O)coc1=N	1.8	0.9	-8.8	0.3	13.6	-0.4	-3.1	0.7	-6.0
COc1cccc(NC(=O)Nc2ccccc2Br)c1	13.9	3.2	2.3	0.1	-22.7	-2.4	-5.5	-4.5	-12.8
COc1cccc(NC(=O)CN(C)CC(=O)Nc2cccc(C(F)(F)F)c2)c1	1.6	2.1	-1.3	0.2	-13.3	0.4	-2.0	-1.4	-1.4
CCOc1ccc(CCNC(=O)C(O)c2ccccc2)cc1 (stereo not drawn)	0.4	-2.2	-5.7	-1.0	-20.0	1.4	-12.8	-1.1	2.2
CCc1ccccc1NS(=O)(=O)c1cc(Br)cc2c1N(C(=O)C1CC1)CC2	1.5	/	-9.8	-0.2	/	-0.9	-1.1	-0.4	-22.1
O=C(CCC(=O)N1CCOCC1)NCc1cccc(C(F)(F)F)c1	0.8	6.9	0.1	0.8	-12.1	-0.1	8.2	-4.8	-18.9
COc1ccc(NC(=O)CC2SC(=NCC3CCCO3)NC2=O)c([N+](=O)[O-])c1 (stereo not drawn)	-1.5	5.9	10.5	0.5	9.3	0.0	4.2	1.1	/

Given with two lines to a compound: 5 of the compounds above
Values in the order – D1 agonist, RXFP1 antag, D2 potentiator, TRHR agonist, D2 antagonist, D2 agonist, TRHR enhancer, D1 PAM, D1 antag
COc1cccc(NC(=O)CN(C)CC(=O)Nc2cccc(C(F)(F)F)c2)c1
  1.6, 2.1, -1.3, 0.2, -13.3, 0.4, -2.0, -1.4, -1.4
CCOc1ccc(CCNC(=O)C(O)c2ccccc2)cc1 (stereo not drawn)
  0.4, -2.2, -5.7, -1.0, -20.0, 1.4, -12.8, -1.1, 2.2
CCc1ccccc1NS(=O)(=O)c1cc(Br)cc2c1N(C(=O)C1CC1)CC2
  1.5, /, -9.8, -0.2, /, -0.9, -1.1, -0.4, -22.1
O=C(CCC(=O)N1CCOCC1)NCc1cccc(C(F)(F)F)c1
  0.8, 6.9, 0.1, 0.8, -12.1, -0.1, 8.2, -4.8, -18.9
COc1ccc(NC(=O)CC2SC(=NCC3CCCO3)NC2=O)c([N+](=O)[O-])c1 (stereo not drawn)
  -1.5, 5.9, 10.5, 0.5, 9.3, 0.0, 4.2, 1.1, /

In another format: results already given.
Sequence of screens – D1 agonist	RXFP1 antag	D2 potentiator	TRHR agonist	D2 antagonist	D2 agonist	TRHR enhancer	D1 PAM	D1 antag
> COc1cccc(NC(=O)Nc2ccccc2Br)c1
→ 13.9	3.2	2.3	0.1	-22.7	-2.4	-5.5	-4.5	-12.8
> CCOc1ccc(CCNC(=O)C(O)c2ccccc2)cc1 (stereo not drawn)
→ 0.4	-2.2	-5.7	-1.0	-20.0	1.4	-12.8	-1.1	2.2
